ABCB6 inh 2 – ABCB6 transporter inhibitors, primary screen, K562-ABCB6 cells, flow cytometry, MLPCN library; ATP-binding cassette sub-family B member 6 (Homo sapiens), Q9NP58; K562-ABCB6 porphyrin accumulation, 1 h; hits give low values; fluorescence ratio to DMSO, % at 10 µM; 0.19% of 360,000 active; AID 602162, 2011;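 active = fluorescence ratio to DMSO below 75%, the collection mean minus 3 SD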;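 also: signal is porphyrin accumulated inside mitochondria; 100% equals median channel fluorescence of DMSO control wells; lower ratio means ABCB6 inhibition with less porphyrin fluorescence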
aDG glyco up – activators of alpha-DG glycosylation, primary screen, uHTS, Pro5-aDG cells, AlphaScreen | alpha-DG glycosylation AlphaScreen (IIH6); 0% Pro5, 100% B10-LARGE cell signal | activation, % at 10 µM | 0.22% of 360,000 active;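 active = activation of at least 8% versus controls, or a plate z-score of at least 8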;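 also: Pro5 are CHO cells carrying HIG-tagged alpha-DG that lacks glycosylation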
NOD2-RIPK2 inh – NOD2-RIPK2 binding disruptors in cells, primary screen, fluorescence, CHO cells, BLA complementation; Receptor-interacting serine/threonine-protein kinase 2 (Homo sapiens), O43353; CCF4 ratio; inhibition, % at 4.98 µM; 0.38% of 360,000 active; in the data active = inhibition above about 21%;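 also: 0% = vehicle only and 100% = reference blocker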
MC4R antag cAMP – MC4R antagonists of cAMP signaling, primary screen, cell-based, TR-FRET, antagonist arm of biased-ligand search; Melanocortin receptor 4 (Homo sapiens), P32245; MC4R-expressing cells, MTII-stimulated cAMP, LANCE TR-FRET; inhibition, % at 6.5 µM; 0.48% of 360,000 active;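 active = inhibition above its plate's cutoff, the mean of tested wells on that plate plus 3 SD, cut at about 29% in these data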;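 also: 0% = Melanotan II alone and 100% = Melanotan II plus saturating MCL0020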
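System – human MC4R-expressing U2OS cells · Also added – Melanotan II · Dosing – one concentration, 6.5 µM nominal · Timing – 30-min compound, 1-h challenge, 1-h detection, room temperature · Measured by – Eu-cAMP/anti-cAMP TR-FRET, emission 671 nm · Replicates – singlicate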
Vif inh – HIV Vif self-association inhibitors, primary screen, imaging, HEK293T, single point | 0.35% of 340,000 active | inhibition, % at 7.49 µM | HEK293T cells, Vif self-association by quenched fluorescence, 24 h; in the data active = inhibition above about 50%, passing the limit was not always enough; also: some results filed as inactive read as strong as hits
MC4R ag barr – MC4R agonists recruiting beta-arrestin, primary screen, cell-based, luminescence, agonist arm of biased-ligand search; Melanocortin receptor 4 (Homo sapiens), P32245; U2OS MC4R beta-arrestin complementation; percent of melanotan II response, DMSO zero; activation, % at 8.9 µM; 0.98% of 360,000 active;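 active = activation above a per-plate cutoff, the mean activation of sample wells on that plate plus 3 SD, cut at about 8% in these data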
TLR9-MyD88 inh – inhibitors of TLR9-MyD88 association in cells, primary screen, cell-based, CHO, BLA complementation, fluorescence; AID 504734, 2011; inhibition, % at 4.98 µM; 0.21% of 340,000 active; CCF4 FRET ratio;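 active = inhibition above the mean over all tested compounds plus 3 SD, cut at about 21% in these data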;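 also: 0% = DMSO only wells and 100% = clavulanate BLA inhibitor control wells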
ABHD5-PLIN5 inh – ABHD5-PLIN5 interaction inhibitors, primary screen, cell lysate, split luciferase complementation, luminescence | Split G. princeps luciferase complementation, 4 h | inhibition, % at 4 µM | 0.78% of 360,000 active | AID 602281, 2012;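 active = inhibition above the mean inhibition across every tested compound plus 3 SD, cut at about 22% in these data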;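 also: 0% = DMSO only wells and the 100% control is not disclosed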
N-glyco inh – increase of ERlucT glycosylation luciferase signal, primary screen, N-linked glycosylation inhibitor project, D54 ERlucT cells, luminescence, set 2. D54 ERlucT glycosylation luciferase reporter, 24 h; percent of 100 nM tunicamycin response. 0.23% of 360,000 active. AID 588692, 2011. reporter increase, % at 12.5 µM;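 active = mean luciferase reporter signal, scaled so untreated is 0 and the glycosylation-blocking control 100, at or above a set limit in every replicate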;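 also: luciferase carries N-glycosylation sites so blocking glycosylation raises the light; 0% = median of neutral control wells and 100% = median of 100 nM tunicamycin wells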
Granule exo inh – LAMP-1 surface exposure blockers, TALL-104 cells – cell-based, flow cytometry, MLPCN library, primary screen; inhibition, % at 10 µM; TALL-104 LAMP-1 surface exposure; cells stimulated with thapsigargin and PMA; 0.66% of 360,000 active; AID 651702, 2012;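 active = inhibition above about 55%, limit read from the data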
* marks the source's active call; other numbers are inactive results; . = not tested or not shown. An excerpt (hit frequency here may not be typical).

SMILES	ABCB6 inh 2	aDG glyco up	NOD2-RIPK2 inh	MC4R antag cAMP	Vif inh	MC4R ag barr	TLR9-MyD88 inh	ABHD5-PLIN5 inh	N-glyco inh	Granule exo inh
COc1ccccc1N1CCN(c2cc(=O)n(Cc3ccc(F)cc3)c(=O)[nH]2)CC1	93	-0.1	-5	-29	.	-0.9	10	0	2	11
CC(C)N1CCN(Cc2ccc(Sc3nncn3C)o2)CC1CCO (stereo not given)	99	-0.1	-18	1	9	0.9	-5	-2	1	-4
COc1ccc(Cc2noc(CN3CCN(Cc4csc(C)n4)CC3)n2)cc1OC	93	0.9	-7	4	-2	-0.6	-3	2	-1	0
CCOc1ccc(CCNC(=O)CCc2nc(-c3ccc(OC)cc3)no2)cc1OCC	100	0.3	4	3	-4	1.8	-9	-1	-1	-1
O=C(C1CCCO1)N1CCN(S(=O)(=O)c2ccc(Br)cc2)CC1 (stereo not given)	101	0.0	0	8	-4	-0.7	-12	7	2	10
O=C(NCC1COc2ccccc2O1)c1cc2ccccc2o1 (stereo not given)	97	-0.1	-13	12	5	-1.7	-11	-3	2	0
O=C(COC(=O)c1nc(Cl)ccc1Cl)NCCc1ccccc1	95	-0.1	-8	-4	3	0.0	-4	0	2	0
O=C(CN1C(=O)C2C3C=CC(C3)C2C1=O)Nc1cccc2c1CCCC2 (stereo not given)	87	0.1	-3	6	.	0.0	-4	8	0	-4
Cc1cc(=O)oc2c3c(cc(OCC(=O)NCC(O)c4ccccc4)c12)OC(C)(C)CC3 (stereo not given)	95	-0.4	-7	14	-17	2.2	.	-11	5	2
Nc1cc2c(cc1N)-c1ccccc1C2	131	-0.5	-8	-10	9	-3.4	1	3	-7	-2
CCOc1ccc(S(=O)(=O)Nc2ccccc2C(=O)N/N=C/c2c(OC)ccc3ccccc23)cc1	102	-0.1	3	-2	-3	0.4	1	-10	0	4
COc1ccc(CN2CCN(Cc3ccc(OC)c(OC)c3OC)CC2)cc1	99	0.1	-1	8	0	-1.5	4	1	1	4
Cc1cccc(N2CC(C(=O)OCC(=O)Nc3sccc3C(N)=O)CC2=O)c1C (stereo not given)	96	0.1	-9	4	2	-2.2	-4	2	1	-1
CCc1nc2ccc(C(=O)NCCOc3ccc(OC)cc3)cn2c1N(C)C(=O)C1CCCCC1	94	0.0	-5	10	17	-1.0	.	-4	-1	-8
COc1ccc(CNC(=O)c2c(O)c3cccc4c3n(c2=O)CCC4)cc1OC	122	0.1	-1	6	36	0.8	2	-7	3	-2
CN1Cc2c(N3CCOCC3)nc3sc(C(=O)c4ccccc4)c(N)c3c2CC1(C)C	93	-0.2	9	15	6	-1.1	4	13	-4	52
CCOC(=O)c1c(NC(=O)CSc2nc3ccccc3c(=O)n2-c2ccc(F)cc2)sc(C(C)=O)c1C	102	0.1	-9	8	0	-1.9	6	-6	-1	2
Cc1ccc(CNC(=O)CNC(=S)N(Cc2ccccc2)Cc2cccnc2)cc1	92	0.5	2	19	-8	-1.1	-5	2	0	0
CCc1noc(C)c1C(=O)Nc1ccc(C#N)cc1	97	-0.3	6	7	1	-0.5	7	-2	0	-2
COc1ccc(Cl)cc1NC(=O)COC(=O)CNC(=O)c1ccc([N+](=O)[O-])c(C)c1	101	-0.2	-4	16	-4	-0.4	-3	-3	2	0
C=CCN1C(=O)c2ccc(C(=O)N3CCN(c4ccccc4OC)CC3)cc2C1=O	93	0.3	4	2	.	-1.7	1	-6	0	18
COCCCNC(=O)CCc1c(C)nc2c(-c3ccc(F)cc3)c(C)nn2c1C	95	0.1	1	-5	-6	-3.1	-7	1	1	-1
CNC(C)C#Cc1ccc2sc3cccc(OC)c3c(=O)c2c1 (stereo not given)	102	0.3	-14	-6	0	1.0	-11	12	5	-4
C=Cn1c(N2CCOCC2)nc2c1c(=O)[nH]c(=O)n2C	94	-0.1	2	8	-3	-0.2	3	11	4	1

6 compounds drawn at random from the list so far, as already listed:
SMILES	ABCB6 inh 2	aDG glyco up	NOD2-RIPK2 inh	MC4R antag cAMP	Vif inh	MC4R ag barr	TLR9-MyD88 inh	ABHD5-PLIN5 inh	N-glyco inh	Granule exo inh
CCOc1ccc(S(=O)(=O)Nc2ccccc2C(=O)N/N=C/c2c(OC)ccc3ccccc23)cc1	102	-0.1	3	-2	-3	0.4	1	-10	0	4
CN1Cc2c(N3CCOCC3)nc3sc(C(=O)c4ccccc4)c(N)c3c2CC1(C)C	93	-0.2	9	15	6	-1.1	4	13	-4	52
CNC(C)C#Cc1ccc2sc3cccc(OC)c3c(=O)c2c1 (stereo not given)	102	0.3	-14	-6	0	1.0	-11	12	5	-4
CCc1nc2ccc(C(=O)NCCOc3ccc(OC)cc3)cn2c1N(C)C(=O)C1CCCCC1	94	0.0	-5	10	17	-1.0	.	-4	-1	-8
O=C(CN1C(=O)C2C3C=CC(C3)C2C1=O)Nc1cccc2c1CCCC2 (stereo not given)	87	0.1	-3	6	.	0.0	-4	8	0	-4
Cc1ccc(CNC(=O)CNC(=S)N(Cc2ccccc2)Cc2cccnc2)cc1	92	0.5	2	19	-8	-1.1	-5	2	0	0

Continued.
SMILES	ABCB6 inh 2	aDG glyco up	NOD2-RIPK2 inh	MC4R antag cAMP	Vif inh	MC4R ag barr	TLR9-MyD88 inh	ABHD5-PLIN5 inh	N-glyco inh	Granule exo inh
O=C(O)c1ccccc1NC(c1ccccc1)c1ccc(Cl)cc1 (stereo not given)	96	-0.1	1	2	-10	-2.2	-7	-3	-2	-4
Cc1ccc(C(C(=O)NC(C)(C)C)N(Cc2ccccc2)C(=O)c2snc(C(N)=O)c2N)o1 (stereo not given)	95	-0.1	2	-2	21	3.1	-8	-2	-5	-14
S=C(Nc1ccc(Cl)cc1)Nc1cccc2cnccc12	98	2.1	9	4	.	-0.7	3	-25	7	2
Fc1ccc(-c2nc3c(-c4ccc(Cl)cc4)cnn3cc2CCN2CCOCC2)cc1	97	0.1	-3	6	7	8.8*	1	5	-2	2
CC(OC(=O)c1ccccc1)C(=O)NCc1ccco1 (stereo not given)	100	0.0	-1	-1	1	-1.1	0	7	-2	12
NC(=O)C1CCN(CC(=O)N2N=CCC2c2ccccc2)CC1 (stereo not given)	100	-0.5	-8	1	7	-3.0	-1	-2	1	3
CCc1cc2cc(C)ccc2nc1SCC(=O)Nc1cc(C)on1	97	0.2	2	2	-10	4.7	-3	-1	-8	0
Cc1cc(N)n(-c2nc(-c3cccnc3)nc3ccccc23)n1	90	-0.3	-7	-8	13	-1.3	3	1	-2	1
COc1ccc(CNC(=S)NNC(=O)c2cc3ccccc3o2)cc1	98	0.1	-13	1	2	-0.8	1	-1	1	-12
Nc1ccc2nc(C3CCCCC3)[nH]c2c1	107	0.6	0	-2	-18	-1.8	-9	0	1	21
Cc1[nH]c(C)c(S(=O)(=O)N(Cc2ccccc2)C(C)C)c1C(=O)N1CCCC1	89	0.1	-9	6	11	-0.9	1	-9	2	0
C/C=C(/C)C(=O)Nc1cccc(C2=NOC3(C2)C[C@@H](C(N)=O)N(C(=O)C2(C)CC2)C3)c1 (stereo not given in full)	92	-0.1	-3	2	.	-2.3	-10	4	-1	22
O=C(O)COc1ccccc1/C=N/NC(=O)CN1CCN(Cc2ccccc2Cl)CC1	105	0.1	4	4	-15	-2.3	-4	-8	1	-7
CCN1CCCc2cc(CN(CCN3CCOCC3)C(=S)Nc3ccc(OC)c(OC)c3)ccc21	103	-0.2	11	19	-3	0.0	-11	-1	-1	-5
O=C(NCCc1ccc(F)cc1)c1n[nH]c2ccccc12	95	0.0	0	0	-3	1.3	-14	2	2	-2
Cc1cccc(C)c1OCC(=O)N/N=C/c1cccnc1	98	0.2	-2	17	-5	1.6	-6	-4	2	-1
COC(=O)c1ccc(N)cc1O	97	-0.2	-1	-5	4	1.2	-9	4	-1	-1
Cc1ccc(S(=O)(=O)N(CC2CO2)c2ccccc2[N+](=O)[O-])cc1 (stereo not given)	100	-0.1	-6	9	2	-2.7	12	-5	5	-4
CSCCC(NS(=O)(=O)c1ccc(C)cc1C)C(=O)Nc1cccnc1 (stereo not given)	102	-0.1	-2	0	-10	2.6	3	-2	0	2
Cc1ccc2c(c1)COc1c3ccc(C(=O)NCCO)cc3nn1-2	98	0.1	-24	16	-1	-1.0	-4	-7	0	-5
N/C(Cc1ccc([N+](=O)[O-])cc1)=N\OC(=O)c1ccc2ccccc2c1	85	0.2	-12	0	6	3.9	-3	-3	7	32
COc1ccc(C(C)=O)cc1Cn1c(C)c(C(=O)NCc2ccc(C(F)(F)F)cc2)sc1=O	100	0.1	2	5	-2	-0.6	.	9	1	8
Cc1ccccc1-c1cnn(-c2cccc([N+](=O)[O-])c2)c1N	97	-0.2	-2	24	13	-1.2	1	-2	2	6
CSc1ccc(Cl)c(C(=O)NCC(C)C)c1	97	-0.1	-7	-4	-1	-1.7	0	-8	2	-4
CCOC(=O)c1cc(CC)sc1NC(=O)CCC(=O)O	86	-0.3	2	8	7	0.0	2	-8	1	0
COC(=O)c1cccnc1Oc1ccccc1	98	0.1	8	-7	5	0.1	-8	-6	2	7
C=CCn1c(N2CCCC2)nc2c1c(=O)[nH]c(=O)n2C	100	0.0	-2	2	0	-0.6	-7	2	1	-1
CCOC(=O)CNc1cccc(C(F)(F)F)c1	101	-0.1	-1	13	-2	-2.5	1	3	0	-5

Screening data: PubChem BioAssay, several laboratories
